# GPR55 activation = GPR55 agonists via beta-arrestin recruitment, primary screen, imaging, U2OS cells, beta-arrestin-GFP redistribution (AID 1961) | U2OS GPR55 beta-arrestin-GFP redistribution imaging; higher % means a stronger effect | activation, % at 10 µM; hits with a dose series show EC50 in µM | 290,000 compounds, 0.048% hits;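 active = activation above 40% with more than 50 cells counted in the well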;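 note: U2OS osteosarcoma cells stably expressing GPR55 and beta-arrestin-GFP; plate controls were DMSO negative control for no effect and LPI positive control for full effect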
# HIV peptide binding = inhibitors of HIV fusion peptide binding, primary screen, biochemical, uHTS, fluorescence dequenching (AID 1986); cell-free peptide binding, fluorescence dequenching, 30 min; higher % means a stronger effect; one-dose inhibition, % at 20 µM; IC50 in µM for titrated hits; 290,000 compounds, 0.3% hits; in the data active = inhibition mostly above about 52%, no sharp cut-off; inactive = mostly below about 76%; note: some results filed as inactive read as strong as hits
# KOR beta-arrestin-1 = KOR agonists, beta-arrestin recruitment, primary screen, cell-based, luminescence, uHTS (AID 1777). Kappa-type opioid receptor (Homo sapiens). 280,000 compounds, 0.02% hits. one-dose activation, % at 10 µM; EC50 in µM for titrated hits. KOR beta-arrestin recruitment, luminescence; higher % means a stronger effect; in the data active = activation above about 50%, passing the limit was not always enough; note: a part of the inactive calls stands beside numbers as strong as those of hits
# NOD1 inhibition = NOD1 signaling inhibitors, primary screen, cell-based, luminescence, uHTS (AID 1578); NOD1-driven NF-kB luciferase reporter cells, luminescence; higher % means a stronger effect; inhibition, % at 4 µM; hits with a dose series show EC50 in µM; 290,000 compounds, 1% hits; in the data active = inhibition mostly above about 36%, no sharp cut-off; inactive = mostly below about 34%;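 note: HEK-293T reporter cells stimulated with the NOD1 agonist gamma-tri-DAP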
# Siah-1 displacement = Siah-1 peptide-binding antagonists, primary screen, biochemical, fluorescence polarization, rhodamine-plectin, uHTS (AID 1817). E3 ubiquitin-protein ligase SIAH1 (Homo sapiens). Siah-1 / rhodamine-plectin peptide fluorescence polarization; higher % means a stronger effect. displacement, % at 20 µM, or IC50 in µM where a hit was titrated. 290,000 compounds, 0.02% hits;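 active = displacement of at least 50% at 20 µM, with a fluorescence ratio check between 0.3 and a set limit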;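 note: plate controls were Siah plus tracer with DMSO for no effect and tracer alone without Siah for full effect; strong numbers were not always called active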
# AID2073 = inhibitors of Mint1-CaV2.2 protein interaction, biochemical, HTRF (AID 2073) | inhibition, % at 20 µM, or IC50 in µM where a hit was titrated | 290,000 compounds, 0.19% hits | HTRF protein-protein interaction, Mint1-CaV2.2; higher % means a stronger effect | Voltage-dependent N-type calcium channel subunit alpha-1B (Homo sapiens); in the data active = inhibition mostly above about 51%, no sharp cut-off; note: some results filed as inactive read as strong as hits
# GPR35 antagonists = GPR35 antagonists blocking zaprinast-driven arrestin recruitment, primary screen, imaging, U2OS, beta-arrestin-GFP, zaprinast agonist (AID 2058) | G-protein coupled receptor 35 (Homo sapiens) | U2OS GPR35 beta-arrestin-GFP translocation imaging, zaprinast antagonism; higher % means a stronger effect | inhibition, % at 10 µM; hits with a dose series show IC50 in µM | 290,000 compounds, 0.052% hits;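 active = inhibition of at least 50% with at least 30 cells and total cytoplasm GFP at most 10,000,000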
# GPR55 LPI antagonism = GPR55 antagonists blocking LPI-driven arrestin recruitment, primary screen, imaging, U2OS, beta-arrestin-GFP, LPI agonist (AID 2013). inhibition, % at 10 µM, or IC50 in µM where a hit was titrated. 290,000 compounds, 0.13% hits. U2OS GPR55 beta-arrestin-GFP translocation imaging, LPI antagonism; higher % means a stronger effect;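 active = spots per cell inhibited over 60%, with over 100 cells counted and total cytoplasm intensity under 500,000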;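 note: U2OS cells stably carrying GPR55 and arrestin-GFP stimulated by 5 µM LPI near EC80; imaged beta-arrestin-GFP aggregate spots per cell after agonist stimulation; plate controls were LPI-stimulated DMSO wells for no effect and DMSO wells without LPI for full effect; some results filed as inactive read as strong as hits; confirmed hits need IC50 under 10 µM and bright autofluorescent wells are also inconclusive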
# KOR beta-arrestin-2 = KOR antagonists, beta-arrestin recruitment, cell-based, luminescence, uHTS (AID 1778); Kappa-type opioid receptor (Homo sapiens); KOR beta-arrestin recruitment, luminescence, antagonist mode; higher % means a stronger effect; inhibition, % at 10 µM, or IC50 in µM where a hit was titrated; 290,000 compounds, 0.091% hits; in the data active = inhibition above about 50%; note: strong numbers were not always called active
# An asterisk follows results filed as active; · = no result given; [ ] = dose if it differs, or a comment. The list is partial, so the mix of outcomes need not match the whole.
SMILES,GPR55 activation,HIV peptide binding,KOR beta-arrestin-1,NOD1 inhibition,Siah-1 displacement,AID2073,GPR35 antagonists,GPR55 LPI antagonism,KOR beta-arrestin-2
COc1ccc(CN2C(=O)c3c(c(C)n(C)c3C)C2C(=O)NC2CCC(C)CC2)cc1 (configuration not stated),0.5%,-0.3%,-6.7%,-9%,-3%,-5%,-1%,2%,8%
CN(C(=O)c1cc(S(=O)(=O)N2CCCCC2)c[nH]1)C1CCCCC1,0.6%,1.2%,-1.9%,-16%,-4%,7%,13%,-8%,0%[20 µM]
COc1cccc(C2C(C#N)=C(N)Oc3cc(C)oc(=O)c32)c1OC (configuration not stated),-0.3%,0.8%,3.0%,-10%,-2%,-6%,-7%,2%,-30%
FC(F)(F)C(F)(F)c1nnc2ccc(-n3ccnc3)nn12,-0.3%,2.9%,-5.4%,-11%,-4%,16%,-1%,11%,19%
CC(C)Cn1c(N)c(C(=O)COC(=O)C2CCCCC2)c(=O)n(C)c1=O,0.1%,-0.7%,-3.6%,0%,-1%,-3%,4%,10%,-65%
CCc1ccc(NC(=O)COc2ccc(Br)cn2)cc1,-0.1%,7.3%,2.5%,-25%,2%,-2%,-6%,10%,-16%
CC(=O)c1cccc(NC(=O)NC2CC3CCCC(C2)N3CC(C)C)c1 (configuration not stated),-0.2%,-0.8%,-5.1%,-19%,12%,6%,4%,15%,6%
O=C(O)c1ccc(CSc2nc3ccccc3[nH]2)cc1,-0.1%,0.5%,-6.3%,7%,4%,2%,-6%,-5%,-16%
C=CC[C@H]1Cc2c(cccc2[N+](=O)[O-])[C@H](CC=C)N1,-0.4%,2.5%,1.9%,-16%,21%,-11%,-11%,19%,23%
C=CCn1nnnc1SCC(=O)Nc1cccc(C(F)(F)F)c1,-0.1%,1.9%,6.3%,-4%,12%,-4%,-4%,16%,-29%
COC(=O)COc1ccc(C(C2C(=O)CC(C)(C)CC2=O)C2C(=O)CC(C)(C)CC2=O)cc1,-0.2%,0.0%,-1.0%,-2%,-3%,23%,11%,-7%,1%
O=C(NCc1nnc(SCC(=O)N2CCN(c3ccccc3)CC2)o1)c1ccc(F)cc1,-0.2%,-2.7%,7.8%,-4%,-4%,2%,10%,16%,1%
Cc1ccc(Cn2c(O)c(N=NC(=S)Nc3ccccc3F)c3ccccc32)cc1,-0.2%,-0.7%,-3.8%,2%,-7%,25%,-15%,-5%,7%
COc1ccccc1C1CC(=O)Nc2c1c(=O)n(C)c(=O)n2C (configuration not stated),-0.1%,-0.7%,2.2%,7%,-4%,-2%,-3%,-7%,-1%
CCCCCCC(O)(c1ccc(OC)cc1)C(CN1CCOCC1)c1ccccc1 (configuration not stated),-0.3%,1.9%,-0.2%,-10%,7%,11%,-7%,14%,-27%
Cc1cccc(NC(=O)COC(=O)c2cc(C)oc2C)c1,0.3%,-0.2%,-2.3%,-31%,10%,3%,-16%,-11%,-9%
COc1ccccc1N1CCN(C(=O)c2ccc3c(Cl)c4c(nc3c2)CCCC4)CC1,0.3%,0.6%,2.7%,-6%,2%,-9%,-19%,-10%,-19%
OCCN(Cc1ccccc1)Cc1ccc(Cl)cc1,-0.1%,-1.7%,6.3%,-2%,4%,-9%,-6%,10%,-4%
CCOc1ccc(/C=C2/SC(=O)NC2=S)cc1,-0.4%,151%,-2.7%,3%,5%,16%,6%,-3%,-58%
CCCCNC(=O)c1onc(CSc2cccc(OCC)c2)c1C(=O)O,-0.2%,-1.0%,-3.1%,12%,2%,-7%,1%,30%,0%
CN(Cc1ccccc1)C(=C(Cl)Cl)C(=C1NCCN1)[N+](=O)[O-],-0.3%,4.4%,-1.0%,-12%,0%,12%,-10%,2%,-5%
CC1CCCC(C)N1C(=O)COC(=O)c1ccc(F)c(S(=O)(=O)N2CCOCC2)c1 (configuration not stated),0.3%,-0.3%,-4.5%,-30%,0%,8%,-1%,14%,18%
CC(C)CNC(=S)N1CCN(Cc2ccc3c(c2)OCO3)CC1,-0.1%,0.1%,·,-5%,3%,-19%,1%,8%,13%[20 µM]
Cn1c(NC(=O)c2ccc(Cl)cc2)cc(=O)n(C)c1=O,0.0%,1.3%,-1.4%,-26%,-3%,0%,-12%,6%,10%
Cc1csc(NC(=O)CSc2nnc(CCNC(=O)c3cccs3)n2C)n1,1.0%,1.6%,6.2%,3%,-3%,-6%,7%,-9%,-12%
Cc1ccc(NC(=O)CCC(=O)O)cc1F,-0.1%,0.6%,0.1%,-16%,-1%,-4%,0%,16%,25%
O=C(c1ccccc1F)N1CCc2ccccc21,-0.2%,26%,-2.6%,-3%,-2%,3%,-5%,-4%,0%
COc1ccc(-c2nc3c(n2O)CCC/C3=N\O)cc1,-0.2%,-1.9%,-0.5%,-16%,-2%,-5%,-12%,-4%,23%
O=C(NCC1CCCO1)c1cccc(N2CCCC2=O)c1 (configuration not stated),-0.1%,0.8%,-3.0%,-35%,0%,8%,16%,3%,-2%
Cc1[nH]c(=O)c(C(=O)c2ccccc2O)cc1C(=O)O,-0.1%,-0.8%,-5.1%,-20%,12%,12%,10%,2%,14%[20 µM]
CCc1ccc(-c2nc(CSCC(=O)N3CCN(c4ncccn4)CC3)c(C)o2)cc1,0.6%,-1.2%,5.5%,49%,-1%,0%,-23%,-1%,-25%
CNC(=S)N/N=C/c1c(C)nn(-c2ccc(F)cc2)c1Cl,-0.1%,0.8%,0.2%,-35%,-4%,-8%,-8%,6%,-126%[20 µM]
Cc1ccc(-c2nc3ccc(NS(=O)(=O)c4ccccc4)cc3[nH]2)o1,-0.1%,6.2%,105%,-37%,-3%,-13%,-2%,-11%,-35%
COc1ccccc1N(C(=O)c1cncc(Br)c1)c1nc(-c2ccc(C)cc2)cs1,0.0%,2.7%,9.0%,-2%,1%,8%,16%,4%,-15%
CCOC(=O)c1c(C)nsc1NC(=O)C1CCCCC1,0.4%,0.8%,2.2%,-20%,-3%,0%,-8%,-6%,-22%
COc1ccc(OC)c(/C=N/NC(=O)C(O)c2ccccc2)c1 (configuration not stated),-0.1%,1.7%,-6.9%,11%,-2%,16%,0%,11%,-17%
Cc1csc(SC(C)C(=O)Nc2ccc(Cl)cn2)n1 (configuration not stated),-0.1%,-4.8%,2.4%,-1%,4%,5%,8%,22%,14%
COc1ccc(C2CC3(CC(C)(C)NC(SC)=N3)Oc3cc(O)cc(C)c32)cc1 (configuration not stated),0.4%,-0.6%,4.0%,5%,-1%,-11%,4%,-11%,27%
FC(F)(F)c1cc(-c2ccco2)nc(NCc2cccs2)n1,0.2%,35%,1.6%,13%,2%,-5%,1%,5%,3%
O=C(Nc1ccc2ccccc2c1)c1ccccc1O,-0.1%,0.4%,-1.0%,-6%,-1%,21%,-3%,3%,-1%

# A second format for part of the listing above.
# Under each structure – GPR55 activation | HIV peptide binding | KOR beta-arrestin-1 | NOD1 inhibition | Siah-1 displacement | AID2073 | GPR35 antagonists | GPR55 LPI antagonism | KOR beta-arrestin-2
- Cc1csc(SC(C)C(=O)Nc2ccc(Cl)cn2)n1 (configuration not stated)
 : -0.1% | -4.8% | 2.4% | -1% | 4% | 5% | 8% | 22% | 14%
- COc1ccc(C2CC3(CC(C)(C)NC(SC)=N3)Oc3cc(O)cc(C)c32)cc1 (configuration not stated)
 : 0.4% | -0.6% | 4.0% | 5% | -1% | -11% | 4% | -11% | 27%

# The list continues:
SMILES,GPR55 activation,HIV peptide binding,KOR beta-arrestin-1,NOD1 inhibition,Siah-1 displacement,AID2073,GPR35 antagonists,GPR55 LPI antagonism,KOR beta-arrestin-2
COC(=O)C(Cc1ccc(O)cc1)NC(=O)C(C)Oc1ccccc1 (configuration not stated),0.6%,1.7%,7.0%,-27%,2%,-6%,10%,3%,22%
CC1C(=O)CC(c2ccccc2)N(C)C1c1ccccc1 (configuration not stated),-0.1%,-0.1%,-1.3%,1%,-4%,4%,-6%,-1%,9%
CC1CN(CC(O)COc2ccc(C#N)cc2)CCN1CC(O)COc1ccc(C#N)cc1 (configuration not stated),-0.2%,0.8%,-3.4%,3%,8%,2%,14%,-17%,-20%
CCOc1ccc(N(CC(=O)NCCSc2ccccn2)S(C)(=O)=O)cc1,-0.1%,-0.4%,-2.0%,0%,-1%,-14%,-13%,4%,10%
Cn1c(NC(=O)c2ccc(Cl)cc2)c(-c2ccccn2)c(=O)c2ccccc21,-0.1%,-0.9%,16%,-35%,1%,0%,-6%,23%,-20%
O=C(Nc1ccc(F)cc1)Nc1ccc(NC(=O)c2ccccc2O)cc1,-0.2%,-3.1%,·,-3%,1%,16%,-8%,1%,-23%
COc1ccc(OC)c(S(=O)(=O)Nc2cc(C)on2)c1,0.0%,1.4%,1.4%,-25%,-1%,5%,-3%,14%,-16%
CCCCCCn1c(C(C)NC(=O)c2ccco2)nc2ccccc21 (configuration not stated),-0.1%,3.8%,-1.8%,10%,-3%,50%,5%,-9%,-5%
COc1ccc(NC(=O)CSc2nc3[nH]ncc3c(=O)n2-c2ccccc2OC)cc1OC,-0.1%,0.3%,-2.6%,-38%,3%,-11%,7%,-1%,24%
CCC(=O)c1c[nH]c(C(=O)NCc2cccs2)c1,-1.9%,0.3%,-0.6%,-11%,13%,4%,-8%,10%,26%
CCN(CC)CCCNC(=O)c1cn(C)c2ccc(S(=O)(=O)N(C)C)cc2c1=O,0.2%,-1.3%,-5.1%,-19%,-2%,3%,-1%,14%,38%
Clc1ccccc1N1CCN(c2ncnc3nc[nH]c23)CC1,0.2%,-1.1%,-1.6%,-14%,6%,-1%,25%,2%,6%
O=C1[C@H]2[C@H](ON3CCCC[C@H]23)C(=O)N1c1cccc(C(F)(F)F)c1,0.0%,-1.1%,-2.9%,-3%,23%,10%,-3%,8%,-26%
CCOC(=O)C1(O)CC(C)=NN1C(=O)c1cccc(Cl)c1 (configuration not stated),-0.3%,-2.0%,-1.8%,-11%,-5%,7%,6%,8%,-18%
CCN1/C(=C2/SC(=S)NC2=O)Sc2ccccc21,0.0%,-1.2%,-8.2%,-50%,9%,7%,-8%,6%,-8%
CCn1ccc(C(=O)Nc2sc3c(c2C(=O)OC)CCC3)n1,-0.1%,-0.1%,5.4%,-28%,-2%,-4%,-5%,-12%,-7%
COc1ccc(CC(C)N2CCN(c3cccc(C(F)(F)F)c3)CC2)cc1OC (configuration not stated),0.0%,-0.9%,-1.1%,13%,2%,1%,10%,7%,4%
O=c1c2c(nc3cc(-c4ccc(Br)cc4)[nH]n13)CCCC2,-0.1%,-2.4%,·,22%,-11%,-4%,28%,7%,4%[20 µM]
CC(=O)c1c(C)[nH]c(C(=O)Nc2nc(-c3ccccc3)c(C)s2)c1C,-0.2%,-0.6%,0.1%,·,-1%,10%,37%,14%,-33%
